Assay outcomes (PubChem BioAssay)
RAD52 inh: blocks human RAD52 DNA annealing; P43351; recombinant RAD52 DNA annealing, FRET fluorescence; inhibition, % at 18.7 µM; actives 0.46% (n = 360,000); AID 651710;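 active means every replicate showing at least 50% inhibition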
E-selectin induc: E-selectin induction on HUVECs | actives 0.37% (n = 260,000) | P16581 | AID 686992 | activation, % at 7.58 µM | HUVEC E-selectin immunofluorescence imaging; normalized: neutral wells 0, TNF-alpha wells 100;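 active means mean E-selectin-positive cell signal at least 10% of the positive control, reached in at least 60% of replicates, without over 20% cell loss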;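 further: in these data hits start at about 27%; measured in HUVEC primary endothelial cells; signal is the percent of cells scored E-selectin positive by PE staining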
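Assay system: HUVEC, human umbilical vein endothelial cells / Amount: 3,000 HUVEC/well / Controls: TNF-alpha positive control, DMSO neutral control / Compound dosing: single concentration / Medium: EGM-2 over gelatin coat / Evaluation: percent E-selectin-positive cells / Signal: immunofluorescence imaging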
PglD inh: inhibitors of Campylobacter jejuni PglD acetyltransferase; purified PglD enzyme, DTNB colorimetric CoA detection; inhibition, % at 12.5 µM; actives 0.098% (n = 360,000); AID 602405; in the data active means inhibition above about 16%, passing the limit was not always enough; further: strong numbers were not always called active
esBAF inh: blocks esBAF chromatin remodeling in mouse ES cells. Bmi1-luciferase knock-in reporter, 24 h; 100% = twice the neutral-well signal. reporter increase, % at 12.5 µM. actives 2% (n = 350,000); in the data active means activation above about 40%;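 further: 0% = median of the plate's neutral control wells and 100% = double that signal; a rise in the Bmi1 reporter signal indicates esBAF inhibition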
RAD54 branch: inhibitors of human RAD54 branch migration; Q92698; RAD54 Holliday junction branch migration, FAM/BHQ fluorescence; inhibition, % at 10.4 µM; actives 0.14% (n = 360,000); AID 602329;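 active means mean normalized replicate activity at least 40 and at least half of replicates scoring 40 or more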;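 further: 0% = median of neutral control wells and 100% = median of positive control wells; inhibitors cause a drop in the FAM fluorescence signal; in these data hits start at about 50%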
Target sequence (Q92698 whole entry, looked up): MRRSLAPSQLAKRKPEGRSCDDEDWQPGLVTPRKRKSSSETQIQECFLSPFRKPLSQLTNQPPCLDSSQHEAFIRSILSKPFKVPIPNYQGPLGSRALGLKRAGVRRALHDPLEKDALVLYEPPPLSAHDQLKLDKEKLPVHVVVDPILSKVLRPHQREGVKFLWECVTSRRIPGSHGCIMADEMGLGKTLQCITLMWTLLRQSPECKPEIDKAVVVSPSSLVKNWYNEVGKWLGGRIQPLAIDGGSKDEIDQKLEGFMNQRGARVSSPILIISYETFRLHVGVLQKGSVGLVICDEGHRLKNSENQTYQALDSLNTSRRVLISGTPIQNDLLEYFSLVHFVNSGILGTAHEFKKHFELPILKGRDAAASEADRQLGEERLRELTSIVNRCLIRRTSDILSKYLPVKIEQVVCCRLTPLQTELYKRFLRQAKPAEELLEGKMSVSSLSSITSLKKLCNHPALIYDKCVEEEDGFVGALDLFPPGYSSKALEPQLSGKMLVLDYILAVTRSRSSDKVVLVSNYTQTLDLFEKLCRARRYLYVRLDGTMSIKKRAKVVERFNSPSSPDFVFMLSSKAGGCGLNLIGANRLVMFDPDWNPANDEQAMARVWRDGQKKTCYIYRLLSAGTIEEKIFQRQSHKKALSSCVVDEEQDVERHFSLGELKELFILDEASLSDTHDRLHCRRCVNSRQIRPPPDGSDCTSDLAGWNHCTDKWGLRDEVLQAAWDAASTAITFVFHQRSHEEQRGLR
ARNT TACC3 PPI: disruptors of human ARNT/TACC3 interaction. Q9Y6A5. AlphaScreen His-ARNT PAS-B/GST-TACC3 binding, luminescence; TACC3 fragment carries E629A point mutation. inhibition, % at 9.99 µM. actives 0.66% (n = 390,000);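 active means mean inhibition of replicates at least 50% and at least half of replicates each reaching 50%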;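 further: 0% = complete ARNT plus TACC3 wells and 100% = ARNT alone without TACC3; many hits fall short of the cut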
Casp6 inh: inhibitors of human caspase-6; purified caspase-6, Z-VEID-R110 cleavage fluorescence; AID 686996; P55212; actives 0.53% (n = 350,000); inhibition, % at 12.5 µM;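 active means mean inhibition across replicates at least about 35%, with every replicate also reaching that limit, limit read from the data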;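 further: 0% = median of neutral control wells and 100% = no fluorescence left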
Target sequence (P55212 24-179 limits assumed): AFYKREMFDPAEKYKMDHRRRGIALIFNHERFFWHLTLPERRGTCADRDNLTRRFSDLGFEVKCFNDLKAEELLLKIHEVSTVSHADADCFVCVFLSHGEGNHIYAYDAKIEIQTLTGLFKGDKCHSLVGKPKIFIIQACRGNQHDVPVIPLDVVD
Target sequence (P55212 194-293 limits assumed): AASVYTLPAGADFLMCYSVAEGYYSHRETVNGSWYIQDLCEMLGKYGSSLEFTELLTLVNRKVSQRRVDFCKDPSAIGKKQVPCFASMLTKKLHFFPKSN
ERp5 block: ERp5 (human) disulfide isomerase inhibition | AID 651711 | ERp5 insulin aggregation, absorbance 650 nm, 90 min | actives 0.05% (n = 350,000) | inhibition, % at 9.99 µM | Q15084;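 active means mean replicate inhibition above about 25%, with every replicate also reaching it, limit read from the data, passing the limit was not always enough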
Numbers without * were called inactive; x = no result given; & = joins results of further samples.

SMILES	RAD52 inh	E-selectin induc	PglD inh	esBAF inh	RAD54 branch	ARNT TACC3 PPI	Casp6 inh	ERp5 block
C/C=C/c1cccc(-c2nc(C(=O)N3CCN(C)CC3)cc3c2[C@H](CCO)N(C(=O)NC(C)C)C3)c1	5	0.0	x	x	x	x	2	4
O=c1oc2cc(OCc3c(F)c(F)c(F)c(F)c3F)ccc2cc1-c1ccccn1	-15	-1.5	x	x	x	-3	2	-5
O=C(CN1CCc2ccccc2C1)Nc1cc(S(=O)(=O)N2CCOCC2)ccc1N1CCOCC1	-10	x	x	x	x	0	3	2
S=C(Nc1ccc2nc(-c3ccccn3)c(-c3ccccn3)nc2c1)N1CCCCC1	x	x	-8	4	-12	70*	x	x
C=CCSc1nnc(CCc2ccccc2)n1N	8	0.0	-9	1	3	24	0	-5
C[C@@H]1CN([C@H](C)CO)C(=O)Cc2cc(NC(=O)NC3CCCCC3)ccc2O[C@H]1CN(C)C(=O)NC1CCCCC1	3	-0.3	-1	5	-1	-8	x	0
CCSc1nnc(NC(=O)c2nc(S(=O)(=O)Cc3ccc(F)cc3)ncc2Cl)s1	-14	x	3	15	-1	-8	10	3
CO[C@H]1CN(C)C(=O)c2ccc(NC(C)=O)cc2OC[C@@H](C)N(Cc2ccccc2F)C[C@H]1C	0	-0.1	1	5	1	19	-4	-2
C[C@@H]1CN([C@@H](C)CO)C(=O)c2cc(C#CC3CCCC3)cnc2O[C@H]1CN(C)C(=O)C1CCC1	-5	-0.6	1	3	-1	-15	1	-1
Cc1ccc(C(=O)Nc2c3c(nn2C(C)(C)C)CS(=O)(=O)C3)cc1C	x	x	1	-5	-4	-16	x	x
Cc1ccc(CN(Cc2cc3cccc(C)c3[nH]c2=O)C(=S)NCCCN(C)C)cc1	49	0.0	0	x	17	7	3	8
Cc1ccc(S(=O)(=O)NC(=O)c2cc(C)n(CC(c3ccccc3)N(C)C)c2C)cc1 (centres undefined)	-8	x	x	x	x	-6	-1	2
COc1cc(OC)cc(-c2sc3ccc(OC)cc3c2-c2ccc(O)cc2)c1	-59	x	1	-3	5	-1	0	0
COc1cc(C(=O)NCCSc2ccc(Br)cc2)cc(OC)c1OC	1	x	x	x	x	0	-1	0
COc1ccc(NC(=O)Nc2ccc3c(c2)CC(=O)N([C@H](C)CO)C[C@@H](C)[C@H](CN(C)C(=O)NC(C)C)O3)cc1	0	-0.3	0	6	3	-15	-1	-1

Rewritten with bars between the fields: three of the compounds above.
canonical_smiles | RAD52 inh | E-selectin induc | PglD inh | esBAF inh | RAD54 branch | ARNT TACC3 PPI | Casp6 inh | ERp5 block
CO[C@H]1CN(C)C(=O)c2ccc(NC(C)=O)cc2OC[C@@H](C)N(Cc2ccccc2F)C[C@H]1C | 0 | -0.1 | 1 | 5 | 1 | 19 | -4 | -2
Cc1ccc(S(=O)(=O)NC(=O)c2cc(C)n(CC(c3ccccc3)N(C)C)c2C)cc1 (centres undefined) | -8 | x | x | x | x | -6 | -1 | 2
Cc1ccc(C(=O)Nc2c3c(nn2C(C)(C)C)CS(=O)(=O)C3)cc1C | x | x | 1 | -5 | -4 | -16 | x | x

The list goes on.
SMILES	RAD52 inh	E-selectin induc	PglD inh	esBAF inh	RAD54 branch	ARNT TACC3 PPI	Casp6 inh	ERp5 block
COC(=O)c1ccc(NC(=O)NCCCl)cc1	4	-0.1	-7	2	-1	3	1	-2
CCOc1ccc(OCCSc2nc(-c3ccccc3)cc(=O)[nH]2)cc1	-8	x	x	x	x	-12	-1	0
O=C(CN1C(=O)C2CC=CCC2C1=O)Nc1ccc(S(=O)(=O)N2CCOCC2)cc1 (centres undefined)	1	0.0	-2	9	-1	0	4	4
Cn1c2c(c(=O)n(C)c1=O)[C@@H]1c3c(ccc4ccccc34)OC[C@@H]1CO2	x	x	7	-4	4	-3	x	x
O=C1c2ccccc2C2(c3cc(C(F)(F)F)cc(C(F)(F)F)c3)NCCN12 (centres undefined)	-20	x	0	-4	1	-7	0	-7
COc1ccc(CNC(N)=O)cc1	x	x	0	-8	-12	-10	x	x
C/C=C/c1ccc([C@H]2[C@H](CO)N3C(=O)CN(C(=O)Nc4ccc(OC)cc4)C[C@@H]23)cc1	-15	-0.4	x	x	x	x	1	-4
Cn1cccc1C(=O)OCc1ccc(C(C)(C)C)cc1	8	x	-4	84*	-2	2	-2	0
CC12CCC(=O)C=C1CCC1C2C(O)CC2(C)C(c3csc(N)n3)CCC12 (centres undefined)	-45	-0.8	1	-27	-1	-4	2	3
COc1ccc(C2(O)C(=O)Nc3ccc(C)cc32)cc1OC (centres undefined)	-6	0.0	-2	-2	-5	-8	3	3
COc1ccc(CN2C[C@H](COCc3ccccc3)Oc3cccc(N4CCCC4)c3S2(=O)=O)cc1	-11	-0.2	x	x	x	x	0	-6
CCC[C@H]1CN(c2ccc(Br)cc2)C(=O)[C@@H]1CC(=O)Nc1ccccc1	-5	3.6	-2	-2	8	x	-2	-1
C[C@@H]1CN([C@@H](C)CO)C(=O)c2cc(NC(=O)CCC(F)(F)F)ccc2O[C@H]1CN(C)CC1CCCCC1	0	x	3	2	-8	-1	2	-5
CN1CCN(C(=O)C[C@H]2CC[C@H]3[C@@H](COC[C@@H](O)CN3C(=O)C3CCCC3)O2)CC1	-11&-13	0.0&-3.5	-1	4	-3	-6	-2&-4	-5&0
C[C@H](CO)N1C[C@H](C)[C@@H](CN(C)C(=O)Nc2cccc3ccccc23)Oc2c(NS(=O)(=O)c3ccc(Cl)cc3)cccc2C1=O	-2	0.3	2	8	2	1	-3	-6
CO[C@@H]1CN(C)C(=O)c2cc(NC(=O)C3CC3)ccc2OC[C@H](C)N(Cc2cccc(F)c2)C[C@H]1C	15	-0.1	0	0	-5	-10	-2	0
O=S(=O)(NCCN1CCOCC1)c1cccc(C(F)(F)F)c1	-5	0.1	2	-2	3	-6	2	0
CO[C@H](CN(C)S(=O)(=O)c1cccc(Cl)c1)[C@H](C)CN(C(=O)Nc1ccccc1F)[C@H](C)CO	-9	-0.1	0	2	-6	2	1	3
CC(C)c1ccccc1NC(=S)NCc1ccccc1F	-24	x	x	x	x	2	34	2
Cc1ccc(C(=O)N/C(=C\c2ccc3c(c2)OCO3)C(=O)N2CCOCC2)cc1	2	x	-10	7	-5	-1	-4	4
COc1ccc(Br)cc1CN(C)C(=O)c1cc(Cl)c2c(c1)OCCO2	-6	0.2	5	-1	4	2	3	3
COc1ccc2cc(C3CC(c4ccco4)=NN3C(=O)CCC(=O)O)c(Cl)nc2c1 (centres undefined)	-24	-0.1	-4	x	-8	1	9	3
CC(C)(C)C(=O)[C@H]1[C@H](c2ccccc2)[C@@]2(N=C(c3ccccc3)OC2=O)C2c3ccccc3C=NN21 (some centres undefined)	-16	x	1	47*	-17	9	-1	-14
CCOc1ccc(NC(=O)CN(C)CC(=O)NC2CCCc3ccccc32)cc1OCC (centres undefined)	x	x	-4	-9	5	0	x	x
COc1ccc(C(=O)Nc2ccccc2NC(=O)c2ccco2)cc1OC	x	x	-1	-9	-1	-8	x	x
CO[C@@H]1CC[C@H]2CCN(C)C(=O)[C@@H](C)[C@H](OC)CN(C)C(=O)c3cccc(C#N)c3OC[C@@H]1O2	-4	0.1	1	4	2	-11	-7	2
CCOC(=O)[C@]12CCC=C1N(Cc1cccc3ccccc13)C(=O)[C@H](CC(=O)NCCCN1CCCC1=O)C2	-7	-0.6	x	x	x	x	1	10
C[C@H](NC(=O)C1CCN(S(=O)(=O)c2ccccc2)CC1)C(=O)NCc1ccc(Cl)c(Cl)c1	-10	x	1	1	-3	x	2	1
Cc1ccc(C)c(N2CCN(C(=O)Cc3ccc(NC4=NC5CS(=O)(=O)CC5S4)cc3)CC2)c1 (centres undefined)	-12	0.0	1	-4	-8	2	0	7
CC(C)[C@H](N)C(=O)N[C@H]1CCC2C3CC=C4C[C@@H](O)CC[C@]4(C)C3CC[C@@]21C (some centres undefined)	18	-0.1	3	-67	-4	x	-7	1

Only RAD52 inh, ERp5 block and ARNT TACC3 PPI, for some of the entries so far:
compound	RAD52 inh	ERp5 block	ARNT TACC3 PPI
CC(C)c1ccccc1NC(=S)NCc1ccccc1F	-24	2	2
Cc1ccc(C(=O)N/C(=C\c2ccc3c(c2)OCO3)C(=O)N2CCOCC2)cc1	2	4	-1
COc1ccc(Br)cc1CN(C)C(=O)c1cc(Cl)c2c(c1)OCCO2	-6	3	2
COc1ccc2cc(C3CC(c4ccco4)=NN3C(=O)CCC(=O)O)c(Cl)nc2c1 (centres undefined)	-24	3	1
CC(C)(C)C(=O)[C@H]1[C@H](c2ccccc2)[C@@]2(N=C(c3ccccc3)OC2=O)C2c3ccccc3C=NN21 (some centres undefined)	-16	-14	9

Following part.
SMILES	RAD52 inh	E-selectin induc	PglD inh	esBAF inh	RAD54 branch	ARNT TACC3 PPI	Casp6 inh	ERp5 block
CNC[C@H](O)c1cccc(O)c1	8	2.6	-7	4	1	-1	-5	-1
CC(=O)NC12CC3CC(C1)CC(C(=O)N1CCN(c4ncccn4)CC1)(C3)C2	-3	-0.2	2	-2	3	0	-4	3
COc1ccc(F)cc1CSc1nnnn1-c1ccc(O)cc1	-11	1.6	3	-2	2	8	1	2
C=COCCNC(=S)Nc1ccccc1	-9	x	-3	-2	-2	-8	-3	2
O=C(OCC(=O)N1CCc2ccccc2C1)c1cccs1	-11	2.0	x	x	x	-6	1	2
Cc1cc(C)c(NC(=O)CN2C(=O)CC(C)S(=O)(=O)c3ccccc32)c(C)c1 (centres undefined)	0	x	-2	-1	-5	x	0	1
CN(CC1CCOCC1)C(=O)CC1C(=O)NCCN1Cc1cccc(F)c1 (centres undefined)	-25	-0.2	1	x	-9	-3	-6	7
CC1Cc2ccccc2N1C(=O)Cn1cnc2c1c(=O)n(C)c(=O)n2C (centres undefined)	-11	-0.1	5	7	8	7	4	-2
C[C@@H]1CN([C@H](C)CO)C(=O)Cc2cc(NS(=O)(=O)c3ccc(F)cc3)ccc2O[C@@H]1CN(C)S(=O)(=O)c1cccs1	21	1.0	2	-1	11	0	-2	0
COc1ccc(NC(=O)CN2C(=O)C(C)Oc3ccccc32)cc1OC (centres undefined)	-19	x	8	-4	-4	24	1	1
CC(C)c1ccc(NC(=O)CCN2C(=O)[C@@H]3Cc4ccccc4CN3C2=O)cc1	-10	x	3	-1	-14	-3	1	8
Cc1noc(C)c1NC(=O)N(C)C[C@H]1Oc2ccc(NS(=O)(=O)c3ccccc3)cc2C(=O)N([C@@H](C)CO)C[C@@H]1C	-2	0.1	-2	0	-3	-5	2	5
COc1ccc(Cc2nnc(NC(=O)c3ccc(OC(C)=O)cc3)s2)cc1OC	-9	0.0	4	10	0	-6	-2	3
C[C@H](CO)N1C[C@H](C)[C@H](CN(C)Cc2ccccc2)Oc2ccc(NC(=O)NC3CCCCC3)cc2C1=O	-1	0.2	-2	2	7	-5	0	4
CC(C)[C@H](NC(=O)c1ccc(Cl)c(Cl)c1)C(=O)N1CCC[C@H]1C(=O)NCc1ccccc1	5	-0.3	x	x	x	x	1	-10
O=C(CSc1nnc(-c2ccncc2)s1)Nc1ccccc1	-7	x	2	7	2	x	-8	2
Cc1noc(C)c1COc1ccccc1C(=O)NNC(=O)c1ccc(F)cc1	-14	-0.4	0	5	-3	2	-1	-9
COc1cccc(C(=O)C2CCCN(CC3=Cc4cc(OC)ccc4OC3)C2)c1 (centres undefined)	-52	x	x	x	x	10	3	1
Cc1cccc(NC(=O)[C@@H](CC(C)C)NC(=O)[C@@H]2Cc3ccccc3CN2)c1	-2	x	-2	5	10	-4	1	-2
CN(CC(=O)Nc1ccc(F)cc1)C(=O)c1ccc(N2C(=O)CCC2=O)cc1	2	-2.2	-2	-2	6	-6	-1	1
COc1ccc(NC(=O)CCS(=O)(=O)c2cccc3nonc23)c(OC)c1	x	x	1	-6	-2	-2	x	x
CC(C)Nc1nc2c(c(=O)n(C)c(=O)n2C)n1C	-6	-0.4	-2	2	-14	8	0	2
O=C(Cn1nnc(-c2cccs2)n1)N1CCc2ccccc2C1	x	x	4	5	1	2	x	x
Cc1cc(C)cc(C(=O)NCC(=O)OCC(=O)c2c(N)n(C)c(=O)n(C)c2=O)c1	3	1.1	0	-3	-5	2	-5	-2
